# Screens from PubChem BioAssay.
# FUS suppressor = suppressors of FUS proteinopathy in yeast | S. cerevisiae FUS-expressing, growth rescue, OD600, 24 h | Potency, µM (doses to about 76.6 µM), for the others: at the top dose growth rescue (activation), most hits filed as activators | 390,000 compounds, 0.24% hits | AID 1347120;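 note: potency is the fitted concentration of half-maximal effect; plate controls were DMSO vehicle for no effect and reference control for full effect; nearly all actives have a fitted effect of over 55% in size; some results filed as inactive show a strong effect at the top dose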
#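 Restored growth of FUS-toxic S. cerevisiae, read as 600 nm absorbance after 24 h at 30C in galactose medium (starting OD 0.005). Controls CP55940 and DMSO.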
# PTHR1 ag = activates the human parathyroid hormone receptor PTHR1 | Q03431 | HEK293 GP2 PTHR1 cells, GloSensor cAMP luminescence, 1 h | Potency, µM (highest dose often 115 µM), for the others: at the highest dose activation, usual class: activators | 410,000 compounds, 0.075% hits; note: potency is the fitted concentration of half-maximal effect; nearly all actives have a fitted effect of over 55% in size; some results filed as inactive show a strong effect at the top dose; inactives centre near -15; many of its hits are not listed in these tables
# Target sequence (Q03431 whole entry, looked up): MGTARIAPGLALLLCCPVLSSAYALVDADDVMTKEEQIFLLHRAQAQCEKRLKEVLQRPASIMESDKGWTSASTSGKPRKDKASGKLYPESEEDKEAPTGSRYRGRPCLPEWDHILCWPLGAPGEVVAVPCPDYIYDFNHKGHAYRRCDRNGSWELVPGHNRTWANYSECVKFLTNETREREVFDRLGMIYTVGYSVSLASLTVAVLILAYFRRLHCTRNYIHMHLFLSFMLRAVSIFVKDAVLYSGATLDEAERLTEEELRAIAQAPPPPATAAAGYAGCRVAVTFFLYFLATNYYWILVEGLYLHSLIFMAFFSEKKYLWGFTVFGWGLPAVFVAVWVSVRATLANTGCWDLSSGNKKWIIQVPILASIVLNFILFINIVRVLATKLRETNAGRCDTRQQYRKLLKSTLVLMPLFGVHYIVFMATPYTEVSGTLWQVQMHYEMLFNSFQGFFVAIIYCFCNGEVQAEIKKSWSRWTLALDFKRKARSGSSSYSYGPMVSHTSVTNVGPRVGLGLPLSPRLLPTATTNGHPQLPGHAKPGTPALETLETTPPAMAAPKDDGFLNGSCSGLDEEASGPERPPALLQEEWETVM
#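 HEK-293-derived GP2 cells expressing PTHR1 and a GloSensor cAMP reporter, 3,000/well, plated overnight, given luciferin plus IBMX (each 0.5 mM as added) for 1 h at 37 °C, then compound for 1 h at 37 °C. Luminescence was read after 15 min at room temperature.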
# Mm-Cpn inhibitor = inhibitors of Methanococcus maripaludis chaperonin (MmCpn). purified Mm-Cpn ATPase, ADP Transcreener TR-FRET. Potency, µM (top dose mostly 76.9 µM), for the others: at the highest dose activity, negative = inhibition, hits mostly inhibitors. 330,000 compounds, 0.031% hits; note: potency is the fitted concentration of half-maximal effect; % is set by controls: 0 for no effect and ±100 for the full control effect; nearly all actives have a fitted effect of over 80% in size
#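 Compound-treated chaperonin, 25 nM final, turns over 10 uM ATP at 37°C for 30 min following a 10 min preincubation; ADP generated competes with ADP-d2 for Eu-cryptate antibody, lowering FRET.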
# TDP43 rescue = inhibitors of TDP-43 toxicity in yeast. TDP-43 expressing yeast growth rescue, BacTiter-Glo, 24 h. Potency, µM (titrated, usually from 46.1 µM), for inactives: at the highest dose growth rescue (activation), hits mostly activators. 410,000 compounds, 1.8% hits. AID 652104; note: potency is the fitted concentration of half-maximal effect; % of control where 0% means no effect; nearly all actives have a fitted effect of over 50% in size
#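 Cell-based yeast growth screen: TDP-43 expression induced in galactose, inoculum OD600=0.02 after raffinose pregrowth to mid-log. Read-out BacTiter-Glo luminescence at 24 hr, 30 deg C; inhibition of toxicity seen as signal increase.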
# GLP-1R inv ag = acts as inverse agonist at human GLP-1 receptor; P43220; HEK293 GLP-1R CRE-luciferase, luminescence, 24 h; GLP-1R form is constitutively active; Potency, µM (series often up to 38.3 µM), without a hit: top-dose activity change, negative = inhibition, hits mostly inhibitors; 410,000 compounds, 1.6% hits; AID 624417; note: potency is the fitted concentration of half-maximal effect; % is set by controls: 0 for no effect and ±100 for the full control effect; nearly all actives have a fitted effect of over 55% in size
# Target sequence (P43220 whole entry, looked up): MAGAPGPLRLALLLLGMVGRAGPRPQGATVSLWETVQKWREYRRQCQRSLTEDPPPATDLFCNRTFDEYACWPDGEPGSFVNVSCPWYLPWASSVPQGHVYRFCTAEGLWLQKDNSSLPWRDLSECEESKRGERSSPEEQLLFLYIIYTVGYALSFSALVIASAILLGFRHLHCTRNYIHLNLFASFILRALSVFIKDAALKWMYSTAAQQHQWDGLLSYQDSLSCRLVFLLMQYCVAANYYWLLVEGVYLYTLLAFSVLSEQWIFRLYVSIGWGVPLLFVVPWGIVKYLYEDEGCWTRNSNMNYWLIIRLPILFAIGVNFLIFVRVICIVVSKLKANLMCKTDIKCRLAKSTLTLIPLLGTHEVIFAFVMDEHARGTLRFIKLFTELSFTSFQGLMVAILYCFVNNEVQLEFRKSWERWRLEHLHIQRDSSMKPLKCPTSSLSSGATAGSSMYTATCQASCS
#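 Seeding at 200 cells/uL, 12 h culture, 24 hr compound treatment, then luciferase reagent and a luminescence read; cells are HEK293 stably expressing a constitutively active GLP-1R plus cAMP-responsive luciferase.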
# Abeta rescue = A-beta toxicity reversal in yeast; yeast expressing A-beta42, growth rescue, OD600, 48 h; response scale: 0% DMSO, 100% iron-clioquinol control; Potency, µM (series often up to 46.1 µM), without a hit: top-dose growth rescue, most hits filed as activators; 410,000 compounds, 0.063% hits; AID 1347071; note: potency is the fitted concentration of half-maximal effect; nearly all actives have a fitted effect of over 55% in size
#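 Growth rescue measured by 600 nm absorbance after 48 h yeast culture at 30 C with compound. Values normalized between DMSO and an equimolar ferric chloride plus clioquinol control.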
# GLP1R cytotox = cytotoxic in the GLP-1 receptor inverse agonist counter-screen. HEK293 cAMP-luciferase reporter cells, luminescence, 24 h. Potency, µM (titrated, usually from 38.3 µM), for the others: at the top dose activity change, negative = inhibition, hits mostly inhibitors. 410,000 compounds, 0.13% hits. AID 624418;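 note: loss of luciferase light is scored as toxicity; potency is the fitted concentration of half-maximal effect; % is set by controls: 0 for no effect and ±100 for the full control effect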
#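 Step one: seed cells (200 cells/uL, DMEM with 10% Nu serum, 1% pen-strep). Step two: 12-hour incubation at 37 deg C. Step three: pin 23 nL compound, incubate 24 hr. Step four: add luciferase reagent, read luminescence 12 min later.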
# aSyn yeast inh = rescues yeast growth from alpha-synuclein toxicity. Yeast expressing alpha-synuclein, growth rescue, BacTiter-Glo, 24 h. Potency, µM (titrated, usually from 46.1 µM), without a hit: top-dose growth rescue (activation), usual class: activators. 370,000 compounds, 0.14% hits. AID 652106; note: potency is the fitted concentration of half-maximal effect; % of control where 0% means no effect; nearly all actives have a fitted effect of over 65% in size
#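 Readout is rescue of growth in alpha-synuclein-expressing yeast, so inhibitors of toxicity appear as activators. Growth after 24 hr at 30 deg C in galactose medium is quantified by luminescence.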
# pAkt inh = inhibitors of Akt phosphorylation; Neuro2A IGF-stimulated pAkt S473 HTRF, 20 min; active compounds read low; 360,000 compounds, 0.32% hits; activity change, % for hits at 50 µM; in the data active = activity change below about -80%; inconclusive = mostly about -51% to -80%; note: % is set by controls: 0 for no effect and ±100 for the full control effect
#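 Neuro2A cells in DMEM with 0.5% FBS, overnight at 37 deg C, given compound at single 50 µM final, then IGF (6 nM final) for 20 min at 37 deg C. Lysed; phospho-Akt Ser473 by HTRF after 24 h, 665/615 ratio.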
# An asterisk follows results filed as active; i = inactive; ? = inconclusive; . = not tested or not shown; & = joins results of further samples; [ ] = dose if it differs, or a comment. Unless noted, calls come from the whole dose curve; as a rule, active = well fitted curve in the direction sought with a large enough effect; inconclusive = small, poorly fitted or top-dose-only effect, or another doubt; inactive = no such curve, though single readings can be large; an effect the other way counts as inactive or inconclusive. Some of the compounds tested; count on the stated rates, not on these rows.
SMILES,FUS suppressor,PTHR1 ag,Mm-Cpn inhibitor,TDP43 rescue,GLP-1R inv ag,Abeta rescue,GLP1R cytotox,aSyn yeast inh,pAkt inh
COCc1cc(=O)[nH]c(SCC(=O)N2CCOCC2)n1,17.7%,-0.5%,1.0%,-5.2%,7.1%,1.0%,-7.8%,0.1%,i
Cc1ccc(S(=O)(=O)N2CCN(Cc3nc4sc5c(c4c(=O)[nH]3)CCCC5)CC2)cc1,21.1%,-16.7%,-2.3%,15.8%,17.0%,6.8%,8.1%,0.5%,i
CCC(C)[C@@H](NC(=O)OC(C)(C)C)c1nnc(S(=O)(=O)Cc2cccc(C)c2)o1 (some centres not stated),-10.6%,-19.3%,-0.9%,7.94µM*,?,-22.2%,?,6.9%,i
CCN1CCN(C(=O)c2cnn(-c3ccc(F)cc3)c2-n2cccc2)CC1,0.9%,i,.,16.0%,-7.1%,-5.9%,2.6%,1.5%,.
COc1ccc(NC(=O)CSc2nncn2C)cc1OC,-0.4%,i,-0.9%,6.4%,0.0%,13.0%,6.5%,0.1%,i
COc1cccc(CN2C(=NC(=O)CCC3CCCC3)SC3CS(=O)(=O)CC32)c1 (configuration not stated),-2.9%,i,-1.7%,6.3%,-15.0%,7.5%,-3.7%,-3.1%,i
CC(C)COc1cccc(C(=O)Nc2ccc(S(=O)(=O)N3CCOCC3)cc2)c1,-15.2%,15.0%[57.5 µM],-0.8%,9.2%,?,9.9%,-27.9%,0.9%,i
COc1ccc(C(=O)C2CCCN(S(=O)(=O)N(C)C)C2)c(C)c1 (configuration not stated),-5.1%,-3.3%,-0.5%,11.4%,0.3%,4.5%,-9.9%,-0.8%,i
CCN(CC)CCNc1nc2c(c(=O)[nH]c(=O)n2C)n1CC(O)COc1ccc(Cl)cc1Cl (configuration not stated),14.6%,?,-2.4%,1.4%,?,-3.7%,1.8%,-11.7%,i
O=C(COC(=O)/C=C/c1cccc(Br)c1)NC1CCCC1,24.3%,i,0.0%,-8.1%,-10.2%,-25.3%,-3.6%,-1.7%,i
CC1CCCN(Cc2nc3c(c(=O)n(C)c(=O)n3C)n2Cc2ccc(Cl)cc2)C1 (configuration not stated),-14.2%,13.2%,.,14.1%,9.1%,-3.0%,-5.1%,.,.
O=C(O)c1ccc2c(=O)n3c(nc2c1)/C(=C/c1ccc(OC(F)F)cc1OC(F)F)CC3,16.2%,i,-3.4%,-5.1%,2.3%,-7.8%,1.8%,-2.3%,i
Cc1ccc(N2C(=O)C3C4C=CC(CNC(=S)N5CCN(c6ccccc6)CC5)(O4)C3C2=O)cc1 (configuration not stated),5.2%,-16.6%,0.7%,?,1.7%,-84.8%[inhibitor],1.9%,-73.5%[inhibitor],i
Cc1ccc(S(=O)(=O)N2CCCCC2)cc1NC(=O)CSc1ncccn1,19.3%,?,0.2%,-24.9%,17.4%,10.6%,-1.1%,11.0%[1.84 µM],i
Cc1ccccc1Oc1nc2c(c(=O)n(C)c(=O)n2C)n1C,9.9%,i,0.6%,0.0%,5.4%,-14.9%,-1.0%,-1.3%,i
CCOc1ccccc1NC(=O)CN(c1ccc(C)cc1)S(=O)(=O)c1c(C)n[nH]c1C,?,-15.2%[57.5 µM],0.2%,-3.4%,?,3.4%,-27.2%,-4.2%,i
COc1ccc(OC)c(NC(=O)Cc2c(C)n(C(=O)c3ccc(Cl)cc3)c3ccc(OC)cc23)c1,?,-19.5%,.,16.5%,12.2%,4.0%,24.8%,.,.
Cc1csc(C)[n+]1CC(=O)c1ccccc1,4.1%,i,0.3%,-5.8%,9.9%,1.0%,-0.5%,-12.8%,i
CN1C(=O)C2(c3ccccc31)N(c1cccc(C(F)(F)F)c1)C(=O)CS2(=O)=O (configuration not stated),36.2%,-14.7%,.,17.0%,-8.8%,-4.3%,2.6%,0.9%,.
O=C(Nc1cccc(-c2ccc(N3CCOCC3)nn2)c1)c1ccc([N+](=O)[O-])cc1,3.2%,-34.4%[inhibitor],0.3%,3.9%,-7.9%,-5.3%,-8.6%,-4.1%,i
CCOC(=O)C1(Cc2ccccc2)CCN(Cc2cnn(C(C)C)c2)CC1,-12.7%,-0.2%,-0.6%,-6.2%,-10.9%,-8.2%,1.8%,-0.5%,i
COc1cc(Cl)cc(/C=C/c2ccc3ccccc3n2)c1OC(C)=O,8.0%,-28.5%,-8.4%,13.2%,?,-22.4%,-29.9%,-13.4%,i
COc1cc(Cl)cc(C(c2c(C(=O)O)[nH]c3ccccc23)c2c(C(=O)O)[nH]c3ccccc23)c1O,24.0%,i,-4.6%,1.0%,-7.1%,-5.7%,-17.0%,8.6%,i
CC(C)c1cc(C(=O)Nc2cc(Br)ccc2O)no1,-0.3%,-1.0%[57.5 µM],-4.3%,0.3%,0.0%,17.1%,-3.5%,-1.4%,i
O=C(CCc1nc2ccccc2c(=O)[nH]1)NC1CCN(Cc2ccccc2)CC1,10.6%,i,1.7%,8.7%,12.9%,0.6%,11.7%,2.3%,i
CCOC(=O)N1CCC(N2CCN(Cc3ccc(F)c(F)c3)C(CCO)C2)CC1 (configuration not stated),-8.3%,i,-0.1%,-9.5%,-18.9%,-10.0%,-9.4%,-0.2%,i
O=C(Cn1cnc2ccccc2c1=O)NCCC(=O)Nc1ccc(F)cc1,2.4%&13.2%,i,1.0%,-3.5%&16.0%,-9.4%&1.3%,1.1%&-10.0%,3.5%&5.7%,-0.5%,i
O=C(C1CCC(=O)N(C2CC2)C1)N1CCC(Oc2cccc(F)c2)CC1 (configuration not stated),6.8%,1.2%,1.2%,-17.7%,-28.9%,-5.8%,-4.6%,-2.7%,i
CCCCN(C(=O)C1CC(=O)N(c2ccc3c(c2)OCCO3)C1)c1c(N)n(CCC)c(=O)[nH]c1=O (configuration not stated),.,-9.0%,1.5%,22.0%,4.0%,5.4%,-17.6%,-7.9%,i
COc1cc(NS(=O)(=O)c2ccc(C)cc2C)cc(OC)c1OC,5.7%,-21.0%[57.5 µM],0.2%,7.3%,-17.8%,16.8%,-15.2%,6.0%,i
Cc1ccc(S(=O)(=O)NCCOc2cc(C)ccc2C)cc1,30.2%,3.8%,0.7%,19.5%,?,-24.0%,23.6%,16.3%,i
O=C(CSc1nc(-c2ccc(F)cc2)nc2c1Cc1ccccc1O2)Nc1cccc(C(=O)O)c1,18.7%&-6.5%,-9.0%,-3.8%,-17.4%[0.397 µM],-11.5%&-3.2%,6.4%&-2.0%,9.1%&0.8%,-3.9%,i
CC(C)CNC(=O)c1cccc2c(-c3ccc(F)c(F)c3)coc12,-15.4%,-6.5%,.,0.0%,?,21.9%,-0.7%,1.6%,i
O=c1c2sc3ccccc3c2n(Cc2cccc(C(F)(F)F)c2)c(=O)n1Cc1ccc(F)cc1,-20.3%,-48.1%[inhibitor],.,-15.3%,-6.1%,-14.1%,1.9%,.,.
CCOc1ccccc1/C=N/NC(=O)CNC(=O)c1cccs1,-16.5%,i,2.3%,-6.2%,14.2%,-14.2%,-3.3%,-5.8%,i
Cn1nc(C(=O)N2CCN(S(=O)(=O)/C=C/c3ccccc3)CC2)c2ccccc2c1=O,24.3%,i,2.9%,-2.2%,22.9%,-19.5%,-4.9%,0.1%,i
Cc1ccc(NC(=O)CNC(=O)COc2ccccc2)nc1,24.9%,i,-6.9%,6.2%,10.0%,4.2%,18.5%,-2.4%,i
CS(=O)(=O)N(Cc1ccccc1)c1ccc(C(=O)NCCSc2ccccn2)cc1,.,-14.1%,1.6%,7.6%,-15.1%,0.0%,-15.5%,-12.8%,i
CCOc1ccccc1NC(=O)Nc1ccc(Br)cc1C,-27.6%,-10.9%,-0.7%,21.2%,-4.1%,9.6%,2.0%,-7.8%,i
COc1ccc(NC(=O)C2CCC(CNS(=O)(=O)c3ccc(Br)s3)CC2)cc1OC (configuration not stated),18.5%,i,.,20.3%,0.9%,1.1%,4.4%,.,.
COc1ccc(-c2cc(-c3ccccc3)nc3ncnn23)cc1,-3.6%,-22.9%,-9.0%,14.1µM*,4.2%,8.9%,-22.1%,9.2%,i
CC(CNS(=O)(=O)c1ccccc1)(c1ccccc1)N1CCOCC1 (configuration not stated),-22.8%,i,-0.1%,15.4%,-24.4%,3.2%,-29.1%,-6.4%,i
Cc1ccnc(NC(=O)Cn2ccc([N+](=O)[O-])n2)c1,4.5%,i,-0.2%,6.9%,9.3%,-6.7%,16.3%[1.53 µM],1.0%,i
O=C(NCC1CCCO1)c1ccc2c(=O)n(Cc3ccc(Cl)cc3)c(=S)[nH]c2c1 (configuration not stated),4.8%,-17.1%,-2.2%,2.8%,-8.9%[7.66 µM],-2.9%,-13.5%[7.66 µM],-0.4%,i
CCCCN1C(=O)Nc2ccccc2S1=O (configuration not stated),.,-22.2%,-0.1%,11.4%,11.9%,13.4%,1.9%,-1.8%,i

# Profiles, quoted from the list. Order of screens: FUS suppressor, PTHR1 ag, Mm-Cpn inhibitor, TDP43 rescue, GLP-1R inv ag, Abeta rescue, GLP1R cytotox, aSyn yeast inh, pAkt inh
# Record of CCCCN1C(=O)Nc2ccccc2S1=O (configuration not stated) : ., -22.2%, -0.1%, 11.4%, 11.9%, 13.4%, 1.9%, -1.8%, i
# Record of O=C(NCC1CCCO1)c1ccc2c(=O)n(Cc3ccc(Cl)cc3)c(=S)[nH]c2c1 (configuration not stated) : 4.8%, -17.1%, -2.2%, 2.8%, -8.9%[7.66 µM], -2.9%, -13.5%[7.66 µM], -0.4%, i
